BCR signal inh = qHTS Assay to Find Inhibitors of Chronic Active B-Cell Receptor Signaling; 0.05% of 340,000 active; Potency, µM (doses to about 46.1 µM), for the others: at the highest dose ratio change, negative = lower green/red ratio, most hits filed as inhibitors; ABC-DLBCL IkBa-CBG/CBR reporter, luminescence ratio, 4 h; AID 493014, 2011; active = well fitted inhibition curve with a large enough effect in the signal ratio, with a control signal flat, not every such curve was filed as active; inconclusive = small, poorly fitted or top-dose-only effect, or effect the other way, or a change in a side signal; the % refers to the signal ratio;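 also: potency is read from the fitted curve at half-maximal effect; plate controls were basal doxycycline-induced cells for no effect and cells given 10 µM MG132 for full effect; MG132 reads +100%, hits lower the ratio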
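TMD8 human ABC-DLBCL cells with doxycycline-inducible IκBα–green luciferase fusion and unfused red luciferase, in 0.5% FBS medium; compounds up to 46 uM, 4 h at 37C. Green/red luminescence ratio, filter-overlap corrected, fitted to concentration-response curves.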
uPA generation = qHTS for Inhibitors of Cell Surface uPA Generation | cell surface uPA generation assay, qHTS | Potency, µM (series often up to 38.3 µM), for the others: at the highest dose activity change, negative = inhibition, most hits filed as inhibitors | 0.31% of 330,000 active; active = well fitted inhibition curve with a large enough effect; inconclusive = small, poorly fitted or top-dose-only effect; inactive = no such curve, though single readings can be large or run the other way; tested in mouse RAW 264.7 cells; also: potency is read from the fitted curve at half-maximal effect; % is scaled to controls: 0 for no effect and ±100 for the full control effect; nearly all actives have a fitted effect of over 55% in size
TSHR antag = Antagonists of the Thyroid Stimulating Hormone Receptor: HTS campaign. Thyrotropin receptor (Homo sapiens), P16473. TSHR-expressing cells, TSH-stimulated cAMP HTRF, 2 h; hits give low values. activity change, negative = inhibition, % at 11.5 µM. 0.2% of 330,000 active. AID 504810, 2011;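 active = activity change below a set negative limit, meaning inhibition stronger than a set level, cut at about -70% in these data; inconclusive = activity change between two set negative limits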; also: % is scaled to controls: 0 for no effect and ±100 for the full control effect
Target sequence (P16473 whole entry, looked up): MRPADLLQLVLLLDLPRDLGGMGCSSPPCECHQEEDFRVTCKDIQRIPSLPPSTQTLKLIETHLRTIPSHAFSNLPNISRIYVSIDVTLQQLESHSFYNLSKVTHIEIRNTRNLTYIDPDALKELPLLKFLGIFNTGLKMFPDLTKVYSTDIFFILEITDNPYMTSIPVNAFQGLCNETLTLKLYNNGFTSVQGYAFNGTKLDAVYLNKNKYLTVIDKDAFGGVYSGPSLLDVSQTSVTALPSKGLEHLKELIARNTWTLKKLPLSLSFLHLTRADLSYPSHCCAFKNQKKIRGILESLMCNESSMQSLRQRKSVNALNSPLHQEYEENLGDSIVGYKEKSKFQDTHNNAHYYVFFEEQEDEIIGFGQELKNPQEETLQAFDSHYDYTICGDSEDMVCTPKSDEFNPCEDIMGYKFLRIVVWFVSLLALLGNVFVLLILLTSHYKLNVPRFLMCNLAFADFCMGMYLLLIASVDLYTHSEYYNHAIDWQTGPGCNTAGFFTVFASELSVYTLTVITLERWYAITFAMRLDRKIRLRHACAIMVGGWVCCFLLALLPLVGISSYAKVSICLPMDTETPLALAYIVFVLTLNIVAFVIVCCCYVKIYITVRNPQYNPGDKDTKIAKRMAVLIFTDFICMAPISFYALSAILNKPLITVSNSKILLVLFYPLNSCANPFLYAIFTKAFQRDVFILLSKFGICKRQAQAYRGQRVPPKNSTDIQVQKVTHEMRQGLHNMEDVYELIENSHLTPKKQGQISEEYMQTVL
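Competitive HTRF cAMP read-out (cryptate anti-cAMP antibody, cAMP-d2; 30 min, room temperature) in freshly harvested TSHR cells. Compounds added before TSH at EC80 (4nM final), followed by 2 hours' incubation at 37 deg C.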
B2AR arrestin = qHTS assay of beta-arrestin-biased ligands of beta2-adrenergic receptor | Beta-2 adrenergic receptor (Homo sapiens), P07550 | beta-arrestin recruitment to beta2AR, cell-based reporter | Potency, µM (top dose mostly 46.1 µM), for the others: top-dose activation, usual class: activators | 0.02% of 330,000 active | AID 492947, 2010;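 also: potency is read from the fitted curve at half-maximal effect; 0% = DMSO controls and full agonism = EC100 isoproterenol or metaproterenol; nearly all actives have a fitted effect of over 65% in size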
Eya2 inh = qHTS Assay for Inhibitors of the Phosphatase Activity of Eya2; Protein phosphatase EYA2 (Homo sapiens), O00167; Potency, µM (series often up to 76.9 µM), for inactives: at the top dose activity, negative = inhibition, usual class: inhibitors; recombinant Eya2, OMFP fluorescence dephosphorylation (OMFP is methylfluorescein phosphate); AID 488837, 2010; 0.006% of 330,000 active; also: potency is read from the fitted curve at half-maximal effect; % is scaled to controls: 0 for no effect and ±100 for the full control effect
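Eya2 (0.2 uM) preincubated 10 min at ambient with compound, then OMFP substrate added at 50 uM; 10 min reaction in 50 mM HEPES pH 7.5, 50 mM NaCl, 5 uM MgCl2, 0.05% BSA, 1 mM DTT. Fluorescence read at Ex 485/Em 525 nm.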
TSG101-PTAP inh = qHTS Assay for Iinhibitors of HIV-1 Budding by Blocking the Interaction of PTAP/TSG101; Potency, µM (highest dose often 115 µM), inactives show at the highest dose activity change, negative = inhibition, usual class: inhibitors; Tumor susceptibility gene 101 protein (Homo sapiens), Q99816; 340,000 tested, under 10 active; Fluorescence polarization, FITC-PTAP peptide / Tsg101 binding; active = well fitted inhibition curve with a large enough effect in the main read-out, with a control signal flat, not every such curve was filed as active; inconclusive = small, poorly fitted or top-dose-only effect, or effect the other way, or a change in a side signal; inactive = no such curve, though single readings can be large or run the other way; also: potency is read from the fitted curve at half-maximal effect; % of control where 0% means no effect
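Steps: Tsg101 binding domain dispensed (10 uM final), compounds pinned in DMSO, FITC-labeled PTAP-motif peptide added (50 nM final); after 20 min binding at room temperature, polarization measured.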
TCR act = Activators of T cell receptors: qHTS campaign. primary human leukocytes, anti-CD3, IL-2 HTRF, 48 h. Potency, µM (doses to about 9.22 µM), without a hit: at the highest dose activation of IL-2 secretion, hits mostly activators. 330,000 tested, under 10 active. AID 504894, 2011; also: % of control where 0% means no effect
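Compounds are tested in HTS on primary human leukocytes co-incubated with a-CD3 beads for 48 hr. IL-2 output is measured by time-resolved FRET.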
USP2a block = qHTS Assay for Inhibitors of Ubiquitin-specific Protease USP2a Using CHOP2 as the Reporter | Ubiquitin carboxyl-terminal hydrolase 2 (Homo sapiens), O75604 | USP2 core, Ub-CHOP2 coupled fluorogenic reporter, 485/531 | Potency, µM (series often up to 38.3 µM), without a hit: at the top dose activity change, negative = inhibition, most hits filed as inhibitors | 0.01% of 330,000 active;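 also: potency is read from the fitted curve at half-maximal effect; plate controls were DMSO wells for no effect and full inhibition by NEM control for full effect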
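Cell-free coupled assay: 10nM USP2 core preincubated 30min RT with compound in Tris-HCl pH 8.0/CaCl2/CHAPS buffer, then 25nM Ub-CHOP2 and 25nM reporter substrate; fluorescence (Ex 485/Em 531) read after 60min RT, normalized to NEM inhibition, concentration-response curves fitted.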
ELG1 repair inh = qHTS screen for small molecules that inhibit ELG1-dependent DNA repair in human embryonic kidney (HEK293T) cells expressing luciferase-tagged ELG1; 2.3% of 330,000 active; Potency, µM (top dose mostly 46.1 µM), without a hit: at the highest dose activity change, negative = inhibition, usual class: inhibitors; HEK293T ELG1-luciferase reporter, luminescence, 16 h; DNA damage induced by 5-fluorouridine; also: potency is read from the fitted curve at half-maximal effect; % is scaled to controls: 0 for no effect and ±100 for the full control effect; nearly all actives have a fitted effect of over 55% in size
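Step one: seed 2,000 cells per well. Step two: pin-transfer compound or DMSO alongside 5-fluorouridine. Step three: incubate 16 hr, 37 °C, 5% CO2. Step four: add ONE-Glo, wait 30 min, read luminescence.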
Mito fusion yeast = qHTS Assay for Small Molecule Inhibitors of Mitochondrial Division or Activators of Mitochondrial Fusion | S. cerevisiae fusion-defective mutant growth rescue, CellTiterGlo 48 h | Potency, µM (doses to about 46.1 µM), for inactives: at the top dose growth rescue (activation), actives largely listed as activators | 0.23% of 320,000 active | AID 485298, 2010;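 also: potency is read from the fitted curve at half-maximal effect; % of control where 0% means no effect; nearly all actives have a fitted effect of over 45% in size; temperature-sensitive fusion mutants such as fzo1-1 at 37 °C on non-fermentable ethanol glycerol medium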
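S. cerevisiae fusion-defective temperature-sensitive mutants (e.g. fzo1-1, mgm1-5) grown 48 h at 37C in YPEG (ethanol/glycerol non-fermentable) medium with 23 nl compound per well; growth rescue read as CellTiterGlo luminescence.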
Tb PFK block = qHTS Assay to Find Inhibitors of T. brucei phosphofructokinase. ATP-dependent 6-phosphofructokinase (Trypanosoma brucei brucei), O15648. T. brucei PFK, ADP-Glo luminescence. Potency, µM (top dose mostly 57.5 µM), without a hit: at the highest dose activity, negative = inhibition, most hits filed as inhibitors. 0.17% of 330,000 active;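 also: potency is read from the fitted curve at half-maximal effect; 0% = uninhibited 1x PFK enzyme wells and -100% = no-enzyme wells; nearly all actives have a fitted effect of over 60% in size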
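Activity is normalized to no-enzyme wells (full inhibition) and 1.25 nM enzyme wells (no inhibition). Reaction: 0.5 mM F6P, 0.1 mM ATP, 45 min RT, ADP-Glo luminescence; concentration-response curves fitted and classed by quality.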
Active calls of the source: *; ? = inconclusive; / = not tested or not shown; [ ] = remark or other dose. Unless noted, calls follow the shape of the dose curve; as a rule, active = well fitted curve in the direction sought with a large enough effect; inconclusive = small, poorly fitted or top-dose-only effect, or another doubt; inactive = no such curve, though single readings can be large; an effect the other way counts as inactive or inconclusive.

SMILES	BCR signal inh	uPA generation	TSHR antag	B2AR arrestin	Eya2 inh	TSG101-PTAP inh	TCR act	USP2a block	ELG1 repair inh	Mito fusion yeast	Tb PFK block
C/C=C(/C)C(=O)O[C@H]1[C@@H](O)c2c(ccc3ccc(=O)oc23)OC1(C)C	0%	3%	-1	0.6%	6%	-3%	-4%	0%	6%	1%	0%
O=C(CCn1nnc2ccccc2c1=O)N[C@@H](Cc1c[nH]c2ccccc12)C(=O)O	-1%	0%	0	-0.1%	-4%	1%	7%	3%	?	2%	0%
Oc1cccc(Nc2nc(-c3ccccc3Cl)nc3ccccc23)c1	?	-5%	-1	-1.0%	0%	-1%	10%	4%	?	-22%	1%
O=C1CC(NS(=O)(=O)c2ccc(F)cc2)CN1c1ccc2c(c1)OCCO2 (stereo unspecified)	-13%	9%	-4	-0.8%	5%	-2%	-1%	-3%	?	-11%	4%
CC[C@]12c3[nH]c4cc(-c5ccco5)ccc4c3CCN1C(=O)[C@@H](CC(=O)NC(C)(C)C)C[C@@H]2C(=O)N1CCN(C(=O)c2ccco2)CC1	-10%	6%	-16	-0.1%	-4%	0%	7%[46.1 µM]	-6%	-24%	/	-4%
Cc1cc(C(=O)COC(=O)c2ccc3c(c2)OCO3)c(C)n1Cc1cccs1	-2%	-2%	-19	0.2%	-17%	-2%	4%	-10%	?	4%	1%
O=C(NCc1ccccn1)C1C2C=CC(C2)C1C(=O)Nc1ccc(F)cc1 (stereo unspecified)	-13%	0%	15	-1.8%	-4%	-1%	4%[46.1 µM]	0%	2%	0%	3%
COc1ccc2c(c1[N+](=O)[O-])CCC/C2=N/OC(=O)c1ccccc1SC	?	-5%	3	0.1%	0%	0%	-6%	2%	-22%	2%	10%
CCOC(=O)c1ccc2c(c1)C1C=CCC1C(C(=O)O)N2 (stereo unspecified)	2%	/	-8	0.1%	13%	/	/	0%	6%	-2%	19µM*
CC(C)CNC(=O)c1ccc(C2SCC(=O)N2Cc2ccccc2)cc1 (stereo unspecified)	?	-4%	-4	0.1%	1%	0%	-4%	0%	-21%	-3%	1%
CC(CCc1ccccc1)NC(=O)c1ccccc1F (stereo unspecified)	-6%	3%	24	-0.3%	5%	1%	/	1%	20%	3%	1%
Cc1c(C(=O)NCc2ccccc2)oc2ccc(S(=O)(=O)N3CCC4(CC3)OCCO4)cc12	13%	1%	-13	0.0%	3%	-7%	7%	-3%	4.1µM*	7%	-5%
N/C(=N\OC(=O)c1ccc2c(c1)OCO2)c1cccc([N+](=O)[O-])c1	-5%	1%	3	0.1%	1%	2%	-3%	-1%	?	-7%	3%
C[C@@H](NC(=O)c1nc[nH]c1C(=O)N1CCc2ccccc2C1)c1ccccc1	12%	1%	-7	0.2%	-14%	/	-2%	0%	15%	4%	-1%
Cc1ccccc1NC(=O)NNC(=O)c1ccc2ccccc2c1O	?	-3%	-1	?	11%	-1%	7%	-1%	9%	4%	3%
COc1c(O)cccc1/C=N/NC(=O)Cn1ccnc1C	-1%	?	-2	0.3%	4%	-6%	1%	1%	23µM*	-3%	5%
Cn1cc(S(=O)(=O)Nc2ccc(F)cc2F)c(=O)n(C)c1=O	0%	-11%	1	0.0%	15%	-3%	6%	-1%	-5%	-4%	4%
CC(C)c1ccc(C(=O)NNC(=O)C2CC=CCC2C(=O)O)cc1 (stereo unspecified)	0%	-1%	-2	0.3%	-4%	1%	0%[46.1 µM]	1%	?	-1%	-1%
CCOC(=O)C1(Cc2cccc(OC)c2)CCN(C(C)CC(C)(C)O)CC1 (stereo unspecified)	?	0%	-11	0.0%	-4%	-4%	-3%	-1%	?	7%	-13%
CCOC(=O)C1CCN(C(=O)Cn2nc(C)n3c(cc4cc(F)ccc43)c2=O)CC1	-7%	3%	-3	0.0%	7%	-2%	7%	-1%	-14%	12%	0%
Cc1ccc(S(=O)(=O)N2CCCCC2)cc1C(=O)N1CCN(CCO)CC1	-4%	2%	-4	0.0%	5%	-8%	2%	1%	17%	-1%	-4%
O=C1N/C(=C/c2ccc(Br)s2)C(=O)N1c1ccccc1	?	-8%	10	-0.7%	4%	-1%	3%	1%	?	17%	0%
C#CCOC(=O)c1cc(Cl)c(=O)n(Cc2ccc(Cl)cc2Cl)c1	2%	-1%	4	-1.1%	-5%	-8%	-2%	3%	3%	?	2%
CC1CN(c2nc3ccccc3nc2C(C#N)C(=O)NCc2ccc3c(c2)OCO3)CC(C)O1 (stereo unspecified)	?	2%	5	-0.3%	1%	?	1%	4%	-9%	8%	-1%
O=C(Cc1cc(=O)[nH][nH]1)N/N=C/c1cccc2ccccc12	-2%	-13%	0	-0.2%	-8%	1%	7%	-5%	3%	7%	-1%
The listing continues:
SMILES	BCR signal inh	uPA generation	TSHR antag	B2AR arrestin	Eya2 inh	TSG101-PTAP inh	TCR act	USP2a block	ELG1 repair inh	Mito fusion yeast	Tb PFK block
CN(c1ccc(C(=O)O)cc1)S(=O)(=O)c1ccccc1	-7%	-6%	2	0.4%	2%	-4%	-5%	2%	8%	1%	0%
Cc1nc2sc(C(c3ccc(Cl)cc3)N3CC(C)OC(C)C3)c(O)n2n1 (stereo unspecified)	8%	-2%	0	0.5%	-22%	-3%	-3%	2%	-3%	2%	0%
O=C1CNC(=O)c2c(nc3n2CCC3)N1	6%	4%	2	-0.4%	7%	-4%	-2%	0%	8%	3%	0%
O=C(O)CNC(=O)C(c1ccccc1)c1ccccc1	-2%	5%	28	0.3%	1%	-8%	8%	0%	-7%	-4%	-22%
O=C(CN1C(=O)NC2(CCc3ccccc32)C1=O)NCc1ccccc1Cl (stereo unspecified)	-1%	6%	216	-0.2%	-2%	-10%	-7%	-1%	6%	0%	-7%
O=c1[nH][nH]c(=O)n1-c1ccccc1	-12%	0%	-5	-0.7%	-21%	-3%	1%	-1%	4%	0%	-1%
COc1ccc(CCN2CC34C=CC(O3)C(C(=O)NCc3ccccc3)C4C2=O)cc1OC (stereo unspecified)	?	1%	-4	-0.2%	-16%	-3%	-1%	1%	2%	-1%	0%
COc1ccc(Cc2nc3ccc(C(=O)NCCc4cccc(C)n4)cc3o2)cc1	1%	10%	-10	-0.7%	3%	0%	-8%	1%	?	?	6%
COc1ccc(OC)c(N(CC(=O)NN=C2CCN(C)CC2)S(=O)(=O)c2ccccc2)c1	?	2%	-6	0.1%	10%	-4%	-4%	2%	-4%	-4%	-9%
C/C(Cc1ccccc1)=N\NC(=O)CNC(=O)c1ccc(Cl)cc1Cl	-15%	0%	1	0.5%	7%	0%	3%	7%	11%	-2%	-1%
COCCNC(=O)C(OC(=O)c1cccs1)c1ccc(F)cc1 (stereo unspecified)	3%	13%	-15	0.1%	1%	-1%	8%	-1%	0%	0%	-1%

At a glance, 2 of the compounds above:
SMILES	BCR signal inh	uPA generation	TSHR antag	B2AR arrestin	Eya2 inh	TSG101-PTAP inh	TCR act	USP2a block	ELG1 repair inh	Mito fusion yeast	Tb PFK block
CCOC(=O)C1(Cc2cccc(OC)c2)CCN(C(C)CC(C)(C)O)CC1 (stereo unspecified)	?	0%	-11	0.0%	-4%	-4%	-3%	-1%	?	7%	-13%
CCOC(=O)C1CCN(C(=O)Cn2nc(C)n3c(cc4cc(F)ccc43)c2=O)CC1	-7%	3%	-3	0.0%	7%	-2%	7%	-1%	-14%	12%	0%
